Compound activity deposited in PubChem by several laboratories.
HSF-1 act – increases HSF-1 driven luciferase reporter signal. NIH3T3-HGL HSF-1 luciferase reporter, MG132, 8 h; 100% = twice DMSO control signal. activation, % at 9 µM. 300,000 compounds, 1.7% hits. AID 504408;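 active = mean replicate activation of at least 50% with a set share of replicates each reaching 50%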;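 also: 0% = median of the neutral control wells and 100% = twice that signal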
AI-2 QS mod – modulators of Vibrio harveyi AI-2 quorum sensing system; Vibrio harveyi JMH597 AI-2 luminescence/OD600 ratio, 9 h; hits give low values; strain lacks LuxN and CqsS sensors; 0 = neutral-control median; activity change, % at 7.5 µM; AID 2094; 300,000 compounds, 0.4% hits; in the data active = activity change below about -75%, passing the limit was not always enough;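 also: luminescence divided by OD600 gain over 9 h not by final OD600 alone; inactives centre near 13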
IEC-6 cytotox – counter-screen for KLF5 inhibitors: cytotoxicity in IEC-6 cells. IEC-6 cytotoxicity, luminescence viability. inhibition, % at 5 µM. 290,000 compounds, 0.78% hits; in the data active = inhibition above about 22%;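 also: 0% = plate median of test compound wells and 100% = cytotoxic reference compound wells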
HDAC3 inhib – inhibitors of human histone deacetylase 3; recombinant HDAC3, fluorogenic peptide/trypsin coupled, fluorescence; inhibition, % at 8.3 µM; 320,000 compounds, 0.15% hits; in the data active = inhibition above about 26%, passing the limit was not always enough
Target sequence (O15379 whole entry, looked up): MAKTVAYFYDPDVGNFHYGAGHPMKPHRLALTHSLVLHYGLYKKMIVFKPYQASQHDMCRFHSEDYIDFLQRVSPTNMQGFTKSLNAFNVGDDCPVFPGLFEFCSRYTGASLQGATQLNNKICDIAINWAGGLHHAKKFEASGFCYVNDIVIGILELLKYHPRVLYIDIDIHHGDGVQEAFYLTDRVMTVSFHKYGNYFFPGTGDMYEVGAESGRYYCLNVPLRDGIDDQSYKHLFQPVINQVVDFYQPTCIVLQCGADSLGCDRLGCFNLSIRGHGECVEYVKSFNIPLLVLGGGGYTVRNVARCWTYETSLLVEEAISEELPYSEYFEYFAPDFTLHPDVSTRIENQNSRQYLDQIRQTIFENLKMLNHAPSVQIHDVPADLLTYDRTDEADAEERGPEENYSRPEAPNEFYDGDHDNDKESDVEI
HSF1 inh – HSF1 inhibition. NIH3T3-HGL HSE-luciferase, MG132-induced, luminescence 8 h; hits give low values. 300,000 compounds, 0.77% hits. activity change, negative = inhibition, % at 7.5 µM (by protocol);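 active = more than half of replicate wells show activity change below -50%, luminescence cut by over half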;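 also: luciferase reports HSF-1 transcriptional activity via heat shock element; 0% = median of DMSO wells and -100% = zero luminescence signal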
Platelet DG rel – platelet dense granule release activity. human platelet-rich plasma, SFLLRN dense granule ATP release, luminescence. inhibition, %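 (compounds screened at 7.5 µM in platelet-rich plasma)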. 300,000 compounds, 0.22% hits. AID 1663;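 active = mean replicate score, as percent of positive control, at or above 50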
HSP90 refold inh – inhibitors of HSP90 luciferase refolding in rabbit reticulocyte lysate; AID 1789; inhibition, % at 5.6 µM; luciferase refolding luminescence, 3 h; 290,000 compounds, 0.91% hits;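 active = inhibition above the screen-wide mean plus 3 SD, computed separately per campaign, cut at about 16% in these data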;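 also: 0% = DMSO wells and 100% = 60 µM geldanamycin wells; inhibitors lower the luminescence because luciferase stays unfolded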
aSyn UTR inh – 5' untranslated region of α-synuclein, MLPCN primary screen. alpha-synuclein 5'UTR reporter, inhibitor activity. inhibition, % (tested at 7.5 µM). 300,000 compounds, 0.82% hits. AID 1813; in the data active = inhibition above about 60%;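 also: H4 neuroglioblastoma cells stably carrying SNCA 5'UTR luciferase fusion; 0% = DMSO wells and 100% = positive control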
HIF activator – HIF pathway transcriptional activation; 300,000 compounds, 0.32% hits; U2OS HRE-luciferase reporter, luminescence; normalized: DMSO 0%, desferrioxamine 100%; activation, % at 7.5 µM (by protocol); AID 1910;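 active = mean activation of at least 10% of the iron chelator positive control signal, with at least half of replicates also reaching 10%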
KLF5 inhibitor – inhibitors of KLF5 expression; DLD-1 KLF5 promoter-luciferase reporter, luminescence; inhibition, % at 5 µM; 290,000 compounds, 0.23% hits; AID 1700;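 active = inhibition above a per-plate limit of that plate's mean compound inhibition plus 3 SD, cut at about 60% in these data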;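 also: 0% = DMSO wells and 100% = LY294002 at 200 µM; higher means less KLF5 promoter-driven luciferase light; inactives centre near -14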
* hit, by the source's call; . = not tested or not shown.

SMILES	HSF-1 act	AI-2 QS mod	IEC-6 cytotox	HDAC3 inhib	HSF1 inh	Platelet DG rel	HSP90 refold inh	aSyn UTR inh	HIF activator	KLF5 inhibitor
COc1ccc(C2NC(=O)NC(C)=C2C(=O)OC2CCC(C)CC2)cc1 (stereo not drawn)	11	13	-9	-17	-2	5	5	-7	-1.0	-16
Oc1ccc2c(c1)oc1cc(O)ccc12	40	-3	0	10	29	-3	-5	-178	0.6	-32
CCCCn1c(NC(=O)c2ccccc2)nc2ccccc21	-10	28	10	-9	-19	-1	3	-9	.	-4
N/C(=N\OC(=O)c1ccc2ccccc2c1)c1cccc([N+](=O)[O-])c1	29	7	-4	-1	-5	-4	0	-67	1.2	-7
Cc1cc(NC(=O)c2ccco2)ncc1NC(=O)CCc1ccccc1	-5	33	6	-2	-1	4	-2	-18	0.9	-11
O=S(=O)(Nc1ccc(O)c2ccccc12)c1ccc(OC(F)(F)F)cc1	-69	31	.	4	-60*	14	.	19	-0.1	.
S=C(Nc1ccccc1)N1CCN(C(=S)c2ccccc2)CC1	8	6	7	-1	-3	13	0	-38	0.9	4
COCCNC(=O)CCc1nnc2ccc(N3CCC(C)CC3)nn12	4	27	0	6	2	8	0	6	0.0	-37
CCCCn1c(=S)[nH]c2cc(S(=O)(=O)N3CCCCC3)ccc21	10	23	0	-2	4	3	-1	16	-1.1	-38
FC(F)(F)c1ccc2c(c1)NCC1CCCN21 (stereo not drawn)	-2	9	-4	1	-2	1	-2	25	-0.8	-4
CCOc1ccc(NC(=O)CC2C(=O)N(c3ccc(OC)cc3)C(=S)N2Cc2ccccn2)cc1 (stereo not drawn)	-2	3	-4	-4	1	-4	-2	4	-0.2	2
CCN(CC)S(=O)(=O)c1cc(NC(=O)C(C)N(C)CC(=O)Nc2c(C)cccc2C)ccc1C (stereo not drawn)	7	9	1	6	-3	4	-5	8	1.5	-12
COC(=O)c1ccccc1NC(=O)CN1CCC(NC(=O)c2ccc(C)cc2)CC1	-15	15	4	0	-1	1	5	35	-1.0	0
CCCn1c2ccccc2c2cnn(CC(=O)NC3CCC(C)CC3)c(=O)c21 (stereo not drawn)	-8	15	-11	1	-4	7	-5	2	0.4	-32
CC(C)c1ccc(NC(=O)Cn2ncn3c(cc4ccccc43)c2=O)cc1	20	-5	-1	-1	3	-10	7	13	-0.7	5
CCS(=O)(=O)N1CCCC(C(=O)NC2CCCCC2)C1 (stereo not drawn)	-15	7	-3	-1	-9	-1	-2	-4	-0.8	-33
Nc1c(O)cccc1C(=O)O	0	32	.	-3	-2	2	.	-19	-0.2	.
CCC(Sc1nc2sc(C(=O)OC)c(C)c2c(=O)n1N)C(=O)N(CC)CC (stereo not drawn)	-10	14	-2	-3	-5	11	-4	5	-0.1	-11
COc1ccccc1NC(=O)CSc1nccc(=O)[nH]1	0	31	-3	-1	0	-2	-3	-53	0.4	-6
NC(=O)CSc1nnc(Cn2c(=O)sc3ccccc32)n1CCc1ccccc1	5	10	-2	-5	0	0	-4	3	0.0	-2
CCC(CC)C(=O)Nc1cccc(C(=O)N2CCOCC2)c1	-1	22	6	4	-5	9	1	28	-0.2	3
CCOC(=O)c1[nH]c2ccccc2c1NC(=S)Nc1ccccc1	-23	-4	3	8	-8	-17	1	-70	1.5	5
C=CCn1c(Oc2cccc(C)c2)nc2c1c(=O)n(C)c(=O)n2C	5	-3	2	1	-1	9	4	-1	2.2	-16
CCS(=O)(=O)N1CCC(C(=O)Nc2ccccc2OC)CC1	-4	14	5	0	-8	3	1	10	0.6	-46
Cc1ccc(-c2nnn(CC(=O)N(c3cccc(F)c3)C(C(=O)NC(C)(C)C)c3ccco3)n2)o1 (stereo not drawn)	-16	11	0	3	-7	4	0	14	0.0	-2
CCN(CC)CCNC(=O)Cn1cnc2sc(C)c(S(=O)(=O)N3CCOCC3)c2c1=O	33	0	3	1	12	0	5	-1	-0.7	-3
Cc1cccc(C(=O)NNC(=O)c2ccccc2)c1	14	-3	-5	4	9	6	-3	-41	1.1	-49
CCS(=O)(=O)N1CCN=C1SCc1cccnc1	8	5	0	-5	-3	-3	-1	17	-0.2	-29
CCCCNC(=S)N1CCN(c2ccccc2Cl)CC1	0	10	5	3	-2	-1	-3	9	-0.3	-18
C/C=N/NC(=O)CCNC(=O)c1ccccc1	4	4	2	-4	2	-22	-1	-5	-0.4	-14
Cc1ccc(N2C(=O)CC(C)(C)CC2=O)cc1Cl	-3	11	-10	18	1	4	-4	1	0.1	-25
O=C(CSc1nc(=O)n2cc(Cl)ccc2n1)Nc1ccc2c(c1)OCCO2	6	26	.	-6	-7	5	.	-9	-4.7	.
Cc1ccc(Br)cc1S(=O)(=O)Nc1cccnc1	17	-11	2	-1	-7	3	0	-5	-7.5	-33
O=C(NCC1CCCO1)C(c1cccnc1)N(C(=O)Cc1cccs1)c1cccnc1 (stereo not drawn)	-5	11	2	-2	-7	2	1	15	0.2	-19
CCc1ccc(OCC2c3cc(OC)c(OC)cc3CCN2C(=S)NCCOC)cc1 (stereo not drawn)	7	-1	-1	3	1	13	-5	-4	-0.6	-29
N#Cc1cccc(NC(=O)CNC(=O)Cc2ccccc2)c1	-6	23	-4	-1	7	0	-2	-4	0.0	-11
COC(=O)c1c(C)cc(C)c2c1CC(C)(C)C2=O	-4	-1	-1	1	-8	-24	1	18	0.0	-14
O=C(NCc1cccc(C(F)(F)F)c1)C1CC(c2ccccc2C(F)(F)F)=NO1 (stereo not drawn)	0	14	.	7	-7	1	.	-2	-0.7	.
CCOC(=O)C1CCN(C(=O)CN(C)S(=O)(=O)c2ccc3c(c2)c(=O)n(C)c(=O)n3C)CC1	-4	9	6	-4	-10	-4	4	12	0.1	-20
CCOC(=O)c1cnn(CCOC(=O)Cc2cccs2)c1NC(=O)Cc1cccs1	24	24	-4	1	-2	-3	1	11	0.0	-21
O=C(Cn1ncc2c([nH]c3ccccc32)c1=O)Nc1ccc(CN2CCCCC2)cc1	-5	21	-5	-4	-1	8	0	6	0.0	-13
CCOCCCNC(=O)CN1CCN(Cc2ccc(Cl)cc2)C1=O	1	19	-8	-2	0	8	-5	7	0.8	-10
CCc1ccc(NC(=O)N(C2CCCCC2)C(C)c2cccnc2)cc1 (stereo not drawn)	15	10	2	5	-2	4	-3	-47	1.2	-3
Cc1ccc(S(=O)(=O)Nc2cccc(-c3cn4ccsc4n3)c2)cc1	2	6	4	7	-3	-4	-1	-45	3.3	1
Cc1ccc(OCCCN2C(=O)C(=O)c3cc(C)ccc32)cc1	-7	11	-1	0	-3	-4	-5	6	0.3	-22
Cc1cc(NC(=O)CSc2nnc(COc3ccccc3)o2)no1	7	-24	-4	7	-4	-2	-1	14	-0.3	-37
Cc1cc(C)c(C(N)=O)c(NCCc2ccccc2)n1	.	17	-12	-5	.	1	4	.	.	-17
Cc1cc2ncc(Cl)nc2cc1C	5	11	-2	-8	-4	-2	1	12	-0.6	-20
CN(CC(=O)Nc1cccc(F)c1)C(=O)c1cc(-c2cccs2)nn1-c1ccccc1	35	41	.	-4	4	-56	.	11	-0.1	.
COCCCNC(=O)CCNS(=O)(=O)c1ccc(C)cc1	-7	.	-4	-2	-8	1	5	43	0.0	-29
Cn1cc(CNC(=O)C2CCCCC2)cn1	1	13	-2	-6	2	-3	-1	-3	-0.1	-5
CCC(C(=O)Nc1ccccn1)c1ccccc1 (stereo not drawn)	1	15	.	1	1	2	.	-4	-0.3	.
CC(=O)Nc1ccc(S(=O)(=O)NCc2cn3ccsc3n2)cc1	38	2	2	3	-3	4	0	22	-0.4	-10
CCN1CCN(C(=S)c2ccc(Cl)cc2)CC1	-3	25	-4	7	-5	6	0	-5	-0.7	-22
Cc1ccc(CCC(=O)Nc2ncc(Cc3cc(Cl)ccc3Cl)s2)o1	-2	3	-4	0	10	-4	1	12	0.2	-31
COc1ccc(-c2c(C)oc3c(CN4CCCCC4C)c(O)ccc3c2=O)cc1OC (stereo not drawn)	10	14	2	-4	1	19	-6	15	-0.3	9
COCCN(C(=O)c1cccc(OC)c1)c1nnc(-c2ccncc2)s1	-4	19	-6	0	9	5	2	-10	0.7	-14
CC(O)CNCCCOc1cccc(C(F)(F)F)c1 (stereo not drawn)	-7	9	-6	-3	-3	0	-5	12	-0.2	-10
Cc1ccccc1-c1ncc(CN2CCN(C3CCCCC3)C(CCO)C2)cn1 (stereo not drawn)	-3	19	-1	2	-6	37	2	1	0.3	-15
CN(C)S(=O)(=O)N1CCC(Oc2cccc(C(=O)N3CCCCCCC3)c2)CC1	-3	17	-10	2	-8	-2	1	-13	-0.5	-11

Ordered by value in KLF5 inhibitor (rising): three from the list above
smiles	HSF-1 act	AI-2 QS mod	HDAC3 inhib	HSF1 inh	Platelet DG rel	HSP90 refold inh	aSyn UTR inh	KLF5 inhibitor
Cc1ccc(CCC(=O)Nc2ncc(Cc3cc(Cl)ccc3Cl)s2)o1	-2	3	0	10	-4	1	12	-31
COCCCNC(=O)CCNS(=O)(=O)c1ccc(C)cc1	-7	.	-2	-8	1	5	43	-29
CCN1CCN(C(=S)c2ccc(Cl)cc2)CC1	-3	25	7	-5	6	0	-5	-22

Carrying on:
SMILES	HSF-1 act	AI-2 QS mod	IEC-6 cytotox	HDAC3 inhib	HSF1 inh	Platelet DG rel	HSP90 refold inh	aSyn UTR inh	HIF activator	KLF5 inhibitor
O=CN1CCN(C(C(=O)NC2CCCC2)c2cc3c(cc2[N+](=O)[O-])OCO3)CC1 (stereo not drawn)	5	36	-8	7	-5	-1	0	-45	0.2	-38
COc1ccc(S(=O)(=O)N(C)C)cc1NC(=O)COC(=O)c1nn(C)c(=O)c2ccccc12	6	18	-10	-12	6	-7	5	0	-0.6	11
O=C(/C=C/c1ccco1)NC(=S)Nc1cccc([N+](=O)[O-])c1	14	36	6	2	16	0	1	-21	1.0	-28
CCn1c(SCC(=O)Nc2ccc(F)cc2)nnc1C1CC1	6	28	-1	-2	0	0	-2	-20	0.1	-18
Cc1cc(=O)cc(C)n1-c1ccccc1Br	-3	11	1	4	-13	3	-1	4	-0.2	-35
COc1ccccc1C(=O)COC(=O)c1ccc(N(C)C)cc1	13	6	-9	1	-4	5	-3	-218	4.0	-71
CN1C(=O)c2ccccc2C(C(=O)O)C1c1cccc([N+](=O)[O-])c1 (stereo not drawn)	-8	46	-4	-2	-3	5	-1	-11	0.3	-23
COc1ccccc1CN1C[C@@H]2C[C@@H](c3cccc(O)c3)N3CCC[C@@]23C1=O	37	7	-3	-4	-3	2	-3	11	-0.2	3
O=C1C=CC[C@H](/C=C/C[C@@H](O)C[C@H](O)CCc2ccccc2)O1	1	2	.	-1	6	0	.	-29	0.5	.
O=C(N/N=C\c1ccc2c(c1)OCO2)c1cncc(Br)c1	20	1	-4	0	-4	-6	2	1	0.1	-38
Cc1cccc2sc(N(CCCN(C)C)C(=O)c3ccc(S(=O)(=O)N4CCc5ccccc5C4)cc3)nc12	15	4	-1	.	5	22	8	37	-0.8	-21
CCOC(=O)C1=C(O)/C(=C/c2ccc(OCC(=O)O)c(OCC)c2)SC1=Nc1ccc(OC)cc1	-5	17	-7	6	9	5	-3	8	0.5	17
CCOC(=O)c1c(C)[nH]c(C(=O)COC(=O)CCC(=O)c2ccc3c(c2)OCCO3)c1C	2	-3	2	4	9	3	5	18	0.1	6
Cc1[nH]nc2c1C(c1ccco1)C(C#N)=C(N)O2 (stereo not drawn)	-9	7	-7	6	8	-3	-3	28	0.2	3
COc1ccc(CCNC(=O)Cn2ccc3cc(S(=O)(=O)N4CCCC4)ccc32)cc1OC	5	19	-3	-9	2	-4	-1	19	.	-5
